GSH fluor – compound fluoresces at 488/530 nm on GSH beads. GSH beads flow cytometry, compound fluorescence 488/530 nm; hits give high values. fluorescence (KMESF) at 10 µM. 190,000 compounds, 0.25% hits; in the data active = fluorescence above about 89;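 note: glutathione beads carrying GST-tagged Bcl family fusion proteins plus one bare bead set; values are compound well signal with DMSO vehicle wells as background; inactives centre near 16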
ABCG2 inh – human ABCG2 inhibition, ABCB1 as counter-screen; inhibition, % at 6.6 µM; IgMXP3 cells, JC-1 efflux, flow cytometry; Q9UNQ0; 190,000 compounds, 0.1% hits; AID 1325;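 active = inhibition above 80%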;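 note: 0% = DMSO and 100% = nicardipine control wells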
Target sequence (Q9UNQ0 whole entry, looked up): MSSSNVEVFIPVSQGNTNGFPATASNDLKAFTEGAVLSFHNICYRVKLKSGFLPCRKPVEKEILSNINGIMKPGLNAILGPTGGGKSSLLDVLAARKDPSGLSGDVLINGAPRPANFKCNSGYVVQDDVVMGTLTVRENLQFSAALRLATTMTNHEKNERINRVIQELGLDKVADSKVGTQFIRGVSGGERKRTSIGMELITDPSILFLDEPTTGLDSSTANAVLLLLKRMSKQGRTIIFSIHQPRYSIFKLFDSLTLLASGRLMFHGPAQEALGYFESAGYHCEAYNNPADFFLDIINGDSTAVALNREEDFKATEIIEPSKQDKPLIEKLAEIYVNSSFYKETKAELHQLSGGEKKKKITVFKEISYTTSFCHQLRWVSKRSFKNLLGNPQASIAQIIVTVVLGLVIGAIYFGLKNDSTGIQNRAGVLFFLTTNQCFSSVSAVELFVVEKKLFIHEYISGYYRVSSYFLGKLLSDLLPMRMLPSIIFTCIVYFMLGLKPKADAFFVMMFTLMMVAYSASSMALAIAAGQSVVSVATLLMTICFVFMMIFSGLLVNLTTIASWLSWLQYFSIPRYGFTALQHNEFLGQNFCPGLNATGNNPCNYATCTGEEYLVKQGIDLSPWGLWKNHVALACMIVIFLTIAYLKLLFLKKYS
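Test system: IgMXP3 (ABCG2) plus far-red-tagged CCRF-Adr (ABCB1) cells. Reagent: JC-1 dye as substrate. Timing: 10 min exposure at 25 °C with rotation, no wash. Measured by: flow cytometric JC-1 green MFI at 530 nm. Read-out: percent efflux inhibition, scaled nicardipine 100% to DMSO 0%. Control set: nicardipine and DMSO wells.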
Rab7 wt modul – dog Rab7 wildtype GTP binding, inhibitors and activators | GST-Rab7 beads, fluorescent GTP binding, flow cytometry; actives lie on both sides; untreated = 100%, excess cold GTP = 0% | AID 758 | 190,000 compounds, 0.055% hits | GTP binding activity (percent of control), % at 10 µM;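 active = fluorescent GTP binding to Rab7 beads changed by at least 20 points from the 100% baseline, either direction, mostly lower; inconclusive = compound itself probably fluorescent, or too few beads counted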;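 note: median green fluorescence of bound Bodipy-FL-GTP per Rab7 bead population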
HRas wt GTP bind – changes GTP binding to wildtype human HRas | AID 759 | 190,000 compounds, 0.14% hits | GST-Ras wt beads, Bodipy-FL-GTP binding, flow cytometry; actives lie on both sides | GTP binding activity, % at 10 µM;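 active = GTP binding activity at least 20% away from the 100% baseline, either lowered as inhibitor or raised as activator; inconclusive = flagged as likely green fluorescent, judged across all proteins in the well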;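 note: 0% = unlabeled GTP competition control and 100% = no-compound control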
Target sequence (P01112 whole entry, looked up): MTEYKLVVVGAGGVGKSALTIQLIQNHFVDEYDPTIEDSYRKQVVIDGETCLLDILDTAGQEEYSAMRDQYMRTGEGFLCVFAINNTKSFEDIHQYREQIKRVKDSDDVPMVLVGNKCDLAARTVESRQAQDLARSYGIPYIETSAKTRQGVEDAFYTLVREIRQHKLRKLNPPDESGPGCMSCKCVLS
Avidin fluor – avidin bead compound fluorescence profile | Avidin beads, compound fluorescence 488/530 nm, flow cytometry; hits give high values | 220,000 compounds, 0.38% hits | fluorescence (KMESF) at 10 µM; in the data active = fluorescence above about 47; note: inactives centre near 10
Rab2A wt mod – changes GTP binding to wildtype dog Rab2A, up or down; 190,000 compounds, 0.19% hits; GST-Rab2 wt beads, Bodipy-GTP binding, flow cytometry; AID 760; P61105; GTP binding activity, % at 10 µM;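 active = GTP binding activity at least 20 points away from 100%, either lowered or raised; inconclusive = signal likely due to the compound's own green fluorescence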;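 note: 0% = beads with excess unlabeled GTP and 100% = no-compound control corrected for plate trend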
Cdc42 wt GTP – human Cdc42 wildtype GTP binding change, either direction | 190,000 compounds, 0.2% hits | P60953 | GST-Cdc42 beads, Bodipy-GTP binding, flow cytometry; actives lie on both sides | percent activity (GTP binding), % at 10 µM;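 active = percent activity GTP binding at least 20 points away from the 100% baseline, either down as inhibitor or up as activator; inconclusive = compound flagged as likely green fluorescent from well-wide comparison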;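 note: median bead fluorescence of bound Bodipy-FL-GTP at 100 nM; 0% = excess unlabeled GTP control and 100% = no compound control; below 100% means less GTP binding so inhibitor and above means activator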
Target sequence (P60953 whole entry, looked up): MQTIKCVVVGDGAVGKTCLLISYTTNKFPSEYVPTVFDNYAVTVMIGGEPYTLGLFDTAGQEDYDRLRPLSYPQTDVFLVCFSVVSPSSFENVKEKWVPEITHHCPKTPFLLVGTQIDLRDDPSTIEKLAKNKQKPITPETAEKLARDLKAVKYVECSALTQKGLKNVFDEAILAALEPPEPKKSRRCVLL
Rac1 act GTP bind – human Rac1 activated mutant GTP binding change | percent activity (GTP binding), % at 10 µM | P63000 | GST-Rac1 activated beads, fluorescent GTP binding, flow cytometry; actives lie on both sides; 100% means binding = to untreated wells | 190,000 compounds, 0.11% hits | AID 764;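 active = GTP binding at least 20 percentage points away from the 100% baseline, in either direction, so actives lie on both sides; inconclusive = Compound likely fluorescent itself, or too few beads counted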
Pf gametocyte – P. falciparum stage V gametocyte viability inhibition | P. falciparum stage V gametocytes, ATP luminescence, 24 h | inhibition, % at 10.9 µM | 150,000 compounds, 0.065% hits;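 active = inhibition above the mean plus 3 SD of compounds within the control limits, set per campaign, cut at about 38% in these data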;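 note: 0% = DMSO wells and 100% = medium only without gametocytes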
ABCB1 block – inhibitors of human ABCB1 transporter, ABCG2 counter-screen; P08183; AID 1326; inhibition, % at 6.6 µM; 190,000 compounds, 0.067% hits; CCRF-Adr cells, JC-1 efflux, flow cytometry; in the data active = inhibition above about 40%;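 note: 0% = vehicle and 100% = reference inhibitor; higher value means more JC-1 retained so stronger ABCB1 efflux block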
Rac1 wt modul – modulators of human Rac1 wildtype GTP binding. GTP binding activity (% of control), % at 10 µM. 190,000 compounds, 0.27% hits. P63000. GST-Rac1 beads, fluorescent GTP binding, flow cytometry; actives lie on both sides; 0 = cold GTP competed, 100 = untreated;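 active = GTP binding activity at least 20 points away from the 100% control level, either lower or higher; inconclusive = compound flagged as likely green fluorescent, judged across all proteins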
An asterisk follows results filed as active; ? = inconclusive; · = no result given. Compounds as they come; any-hit rate near 1.1%.

Compound	Pf gametocyte	Rab7 wt modul	Cdc42 wt GTP	Rac1 wt modul	Avidin fluor	Rac1 act GTP bind	GSH fluor	ABCG2 inh	ABCB1 block	Rab2A wt mod	HRas wt GTP bind
OCCC1CN(Cc2cnc(-c3ccccc3)s2)CCN1Cc1ccccc1 (stereo not given)	16.3	102.0	97.0	99.0	3	96.0	9	1.3	2.2	101.0	97.0
CC1CCCN(c2nc3ccccc3nc2C(C#N)C(=O)OC2CCCCC2)C1 (stereo not given)	·	102.0	98.0	104.0	7	100.0	4	9.4	0.9	99.0	102.0
Cc1ccc(N(CC(=O)N2CCN(C3CCCCC3)CC2)S(=O)(=O)c2cccnc2)cc1	·	105.0	104.0	105.0	8	101.0	11	1.8	0.4	105.0	103.0
Cc1nc(N)nc(C)c1Cc1ccccc1	·	104.0	103.0	106.0	11	103.0	15	7.2	1.1	104.0	105.0
CCN(CC)C(=O)C1CCCN(Cc2ccccc2F)C1 (stereo not given)	16.0	109.0	106.0	104.0	13	101.0	15	1.1	0.1	104.0	106.0
Oc1ccccc1C1Nc2cccc3cccc(c23)N1	-44.8	99.0	98.0	98.0	1	96.0	24	-0.7	-0.3	95.0	100.0
O=C(CNC(=O)c1ccccc1)NCc1ccc(Cl)cc1	-11.2	98.0	100.0	99.0	30	96.0	10	1.8	0.9	98.0	97.0
CN(c1nc2c(c(=O)n(C)c(=O)n2C)n1CC(=O)c1ccccc1)C1CCCCC1	·	101.0	97.0	102.0	8	97.0	60	7.1	2.4	97.0	99.0
Cc1cc(C(=O)OC(C(=O)Nc2cccc(C(F)(F)F)c2)c2ccccc2)c(C)o1 (stereo not given)	·	98.0	101.0	105.0	16	101.0	9	6.8	3.1	97.0	100.0
COC(=O)Cn1cc(C#N)c2ccccc21	·	96.0	100.0	105.0	18	100.0	19	1.6	0.9	97.0	101.0
CC(=O)N1N=C(c2ccc(C)cc2)OC1c1cccnc1 (stereo not given)	1.6	107.0	97.0	100.0	8	93.0	19	4.8	0.4	101.0	99.0
COc1cnn(-c2ccc(C)cc2)c(=O)c1Cl	-0.8	94.0	95.0	98.0	12	98.0	16	4.0	1.0	92.0	95.0
COc1ccccc1-c1ccc(/C=C2/C=C(CC(C)C)OC2=O)o1	·	96.0	94.0	98.0	5	97.0	22	-2.2	-0.3	94.0	96.0
CCOC(=O)C1=C(C)Nc2ccccc2N=C1NC(=O)C(c1ccccc1)c1ccccc1	-8.8	110.0	101.0	104.0	9	98.0	16	6.5	2.5	102.0	99.0
Cc1ccc(-c2c(C)sc(=NC(=O)c3ccco3)n2C)cc1	·	96.0	100.0	96.0	1	102.0	44	3.5	0.8	100.0	95.0

Later entries.
Compound	Pf gametocyte	Rab7 wt modul	Cdc42 wt GTP	Rac1 wt modul	Avidin fluor	Rac1 act GTP bind	GSH fluor	ABCG2 inh	ABCB1 block	Rab2A wt mod	HRas wt GTP bind
Cc1ccc(NC(=O)CNC(=O)c2cccs2)cc1S(=O)(=O)Nc1ccc(Cl)cc1	2.6	92.0	101.0	101.0	14	98.0	2	-3.9	-1.5	94.0	95.0
CCCCN1C(=O)C2C(c3ccc(OC)cc3O)NC(CC(C)C)(C(=O)O)C2C1=O (stereo not given)	·	?	?	?	7	?	20	-3.3	-2.3	?	?
COCCn1c(C)cc(/C=N/NC(=O)c2cccnc2)c1C	-4.8	103.0	98.0	99.0	9	98.0	13	12.1	2.2	99.0	99.0
CN(C(=O)c1ccccn1)c1nnc(-c2cccnc2)s1	12.5	100.0	109.0	113.0	31	105.0	19	8.9	-0.3	104.0	102.0
CC(C)(C)n1nnnc1C(c1cccnc1)N1CCN(C2CCCCC2)CC1 (stereo not given)	·	95.0	101.0	97.0	36	98.0	14	1.3	0.5	97.0	98.0
Cc1ccc2nc(NC(=S)NC(=O)c3cccs3)sc2c1	·	105.0	105.0	105.0	8	103.0	6	0.1	0.0	102.0	103.0
CCC1CCCCN1C(=O)c1c(-c2ccccc2)noc1C (stereo not given)	·	99.0	99.0	97.0	5	98.0	17	-0.5	-0.1	98.0	98.0
O=C1N(Cc2cccnc2)C[C@@H]2C[C@@H](c3cccc(OC4CCCC4)c3)N3CCC[C@@]123	-3.3	98.0	97.0	102.0	10	96.0	14	2.9	1.3	97.0	99.0
C=CCN(CC=C)C(=S)Nc1ccc2nsnc2c1	·	107.0	106.0	106.0	11	99.0	11	5.8	-0.2	103.0	102.0
O=C(NCCCN1CCCC1=O)c1ccc(Cl)c(Cl)c1	2.6	109.0	94.0	96.0	10	96.0	17	-2.2	-0.7	98.0	98.0
CC(=O)Nc1ccc(NC(=O)CN2CCN(c3cccc(C(F)(F)F)c3)CC2)cc1	·	105.0	105.0	105.0	21	100.0	41	3.6	0.9	104.0	103.0
Cc1cc(-c2nnco2)c(C)n1-c1ccc(F)cc1	14.2	96.0	93.0	91.0	12	90.0	40	1.5	0.4	93.0	96.0
O=C(O)c1cccc(N2C(=O)Nc3ccccc3N2O)c1	18.1	96.0	100.0	102.0	5	97.0	10	5.2	0.2	98.0	99.0
O=[N+]([O-])c1cccc(/C(=N/N=C/c2ccccc2Br)C23CN4CN(CN(C4)C2)C3)c1	·	99.0	102.0	105.0	10	101.0	8	2.9	1.2	102.0	103.0
CC(C)CNS(=O)(=O)c1cc(C(=O)N2CCOCC2)c(Cl)cc1Cl	-20.1	102.0	102.0	105.0	6	100.0	14	25.1	-0.1	100.0	100.0

(listing goes on)
Compound	Pf gametocyte	Rab7 wt modul	Cdc42 wt GTP	Rac1 wt modul	Avidin fluor	Rac1 act GTP bind	GSH fluor	ABCG2 inh	ABCB1 block	Rab2A wt mod	HRas wt GTP bind
O=C(CCn1nc(-c2ccccc2)ccc1=O)N1CCN(c2ccccn2)CC1	0.7	101.0	102.0	106.0	4	98.0	24	-2.2	0.2	103.0	102.0
CCOC(=O)C1CCN(C(=S)NC2CCCC2)CC1	-30.2	95.0	95.0	95.0	11	94.0	10	-2.0	-1.6	97.0	95.0
COCC(=O)NC1(c2nnnn2CCOC(=O)Nc2ccc(Cl)cc2)CCCCC1	-7.2	94.0	95.0	96.0	68*	93.0	23	10.1	1.6	94.0	94.0
CC(C(=O)NC1CCCC1)N(C(=O)CS(=O)CC(=O)Nc1ccc(F)cc1)c1ccc2c(c1)OCCO2 (stereo not given)	-35.3	97.0	97.0	97.0	5	99.0	29	0.1	-0.2	98.0	96.0
CCN(CC)C(=O)C1=C(C)NC(=S)NC1c1cccs1 (stereo not given)	1.8	103.0	94.0	99.0	10	94.0	19	2.4	0.6	97.0	97.0
O=C(CCSc1ccccc1)NCCSc1ccccn1	·	97.0	102.0	101.0	5	99.0	19	-0.4	-0.5	103.0	101.0
Cc1ccc2[nH]c(=O)c(CN(Cc3ccco3)C(=O)c3cccs3)cc2c1	·	97.0	99.0	102.0	32	97.0	22	24.0	3.0	101.0	100.0
CCOC(=O)c1ccc(Nc2ncccc2[N+](=O)[O-])cc1	13.2	96.0	96.0	99.0	14	95.0	18	1.8	0.1	95.0	97.0
CCOC(=O)c1ccccc1NC(=O)COC(=O)c1ccc(C)c(S(=O)(=O)N2CCOCC2)c1	·	97.0	104.0	104.0	10	100.0	45	17.0	1.4	97.0	99.0
CCOc1ncccc1C(=O)NCC1COc2ccccc2O1 (stereo not given)	5.8	99.0	99.0	101.0	9	98.0	63	4.6	1.0	99.0	100.0
CCOC(=O)C1=C(COC(=O)C2(C)CC2(Cl)Cl)NC(=O)NC1c1ccc(OC)cc1 (stereo not given)	-7.5	99.0	100.0	97.0	12	93.0	14	3.4	0.8	98.0	95.0
C/C(=N\n1cnnc1)c1ccccc1	14.8	105.0	98.0	98.0	5	96.0	10	-0.1	0.2	99.0	98.0
COc1ccccc1OCC(=O)NNC(=O)c1c(-c2ccccc2Cl)noc1C	·	104.0	95.0	103.0	8	94.0	24	-1.4	0.2	100.0	101.0
Cc1ccc(NNC(=O)C(=O)N2CCCCC2)cc1	4.1	101.0	101.0	102.0	12	99.0	11	-1.3	-0.4	101.0	101.0
Cc1cc(C)c(NC(=S)N(CCCN2CCOCC2)Cc2cccnc2)c(C)c1	3.5	91.0	96.0	100.0	9	94.0	20	3.6	0.2	99.0	99.0

Remaining list, next part:
Compound	Pf gametocyte	Rab7 wt modul	Cdc42 wt GTP	Rac1 wt modul	Avidin fluor	Rac1 act GTP bind	GSH fluor	ABCG2 inh	ABCB1 block	Rab2A wt mod	HRas wt GTP bind
Cc1cc(C)c2sc(N(CCN(C)C)C(=O)c3c(F)cccc3F)nc2c1	3.8	97.0	98.0	97.0	24	95.0	8	4.8	1.5	94.0	97.0
CCOC(=O)c1ccc(NC(=O)c2cn(-c3ccccc3)nc2-c2ccncc2)cc1	·	92.0	96.0	96.0	9	95.0	34	1.8	1.6	95.0	95.0
CN(CC(=O)Nc1cc(S(=O)(=O)N2CCOCC2)ccc1Cl)C1CCS(=O)(=O)C1 (stereo not given)	8.8	102.0	102.0	107.0	16	98.0	21	0.1	0.0	101.0	101.0
CCc1c(C)c2cc(Cl)c(O)c(CN(C)C)c2oc1=O	·	102.0	99.0	101.0	8	99.0	11	0.7	0.0	102.0	100.0
COC(=O)C(NC(=O)c1ccco1)(Nc1nc(C)cs1)C(F)(F)F (stereo not given)	-6.7	97.0	97.0	96.0	8	96.0	33	-0.2	0.2	97.0	97.0
Cc1cccc(NC(=O)CSc2ccc(-c3ccco3)nn2)c1C	27.1	98.0	101.0	103.0	11	100.0	18	1.3	0.1	98.0	98.0
Clc1cccc(CSc2ccc(-c3cccnc3)nn2)c1	10.6	104.0	103.0	100.0	10	99.0	11	9.4	0.6	101.0	98.0
CC(C)CCNC(=O)c1ccc2c(c1)N(Cc1ccccc1)C(=O)CS2=O (stereo not given)	·	98.0	101.0	103.0	7	96.0	14	0.8	0.4	99.0	100.0
COC(=O)c1ccccc1NC(=O)N1CSC[C@H]1C(=O)OC	-8.7	98.0	105.0	105.0	14	101.0	17	0.8	0.3	99.0	100.0
CC(=O)Nc1cc(C(C)C)c(O)c(C(C)C)c1	·	106.0	101.0	106.0	20	98.0	36	1.8	1.4	104.0	102.0
Cc1nc2sc(C(c3cccs3)N3CCC4(CC3)OCCO4)c(O)n2n1 (stereo not given)	13.9	96.0	106.0	107.0	44	100.0	11	8.9	0.6	99.0	100.0
OCC1(Cc2ccccc2)CCN(Cc2cnc(-c3cccc4ccccc34)nc2)CC1	·	100.0	99.0	100.0	12	94.0	15	4.9	1.0	95.0	97.0
Cc1cc(-c2nn(-c3ccccc3F)cc2CN(C)CC(O)CO)c(C)s1 (stereo not given)	29.9	104.0	93.0	91.0	8	93.0	18	2.6	0.4	99.0	94.0
